Screening results: PubChem, several laboratories
SRC2 inh – inhibition of GAL4-SRC2 driven luciferase reporter, primary screen, SRC2 inhibitor project, cell-based, luminescence; HEK293 GAL4-SRC2 luciferase reporter; 0.17% of 370,000 active; inhibition, % at 9 µM; Nuclear receptor coactivator 2 (Homo sapiens), Q15596;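 active = inhibition above the mean inhibition of all tested compounds plus 3 SD, set per campaign, cut at about 52% in these data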;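 note: 0% = DMSO treated cells and 100% = cells given Gossypol at 36 µM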
Target sequence (Q15596 whole entry, looked up, the tested form may be a part): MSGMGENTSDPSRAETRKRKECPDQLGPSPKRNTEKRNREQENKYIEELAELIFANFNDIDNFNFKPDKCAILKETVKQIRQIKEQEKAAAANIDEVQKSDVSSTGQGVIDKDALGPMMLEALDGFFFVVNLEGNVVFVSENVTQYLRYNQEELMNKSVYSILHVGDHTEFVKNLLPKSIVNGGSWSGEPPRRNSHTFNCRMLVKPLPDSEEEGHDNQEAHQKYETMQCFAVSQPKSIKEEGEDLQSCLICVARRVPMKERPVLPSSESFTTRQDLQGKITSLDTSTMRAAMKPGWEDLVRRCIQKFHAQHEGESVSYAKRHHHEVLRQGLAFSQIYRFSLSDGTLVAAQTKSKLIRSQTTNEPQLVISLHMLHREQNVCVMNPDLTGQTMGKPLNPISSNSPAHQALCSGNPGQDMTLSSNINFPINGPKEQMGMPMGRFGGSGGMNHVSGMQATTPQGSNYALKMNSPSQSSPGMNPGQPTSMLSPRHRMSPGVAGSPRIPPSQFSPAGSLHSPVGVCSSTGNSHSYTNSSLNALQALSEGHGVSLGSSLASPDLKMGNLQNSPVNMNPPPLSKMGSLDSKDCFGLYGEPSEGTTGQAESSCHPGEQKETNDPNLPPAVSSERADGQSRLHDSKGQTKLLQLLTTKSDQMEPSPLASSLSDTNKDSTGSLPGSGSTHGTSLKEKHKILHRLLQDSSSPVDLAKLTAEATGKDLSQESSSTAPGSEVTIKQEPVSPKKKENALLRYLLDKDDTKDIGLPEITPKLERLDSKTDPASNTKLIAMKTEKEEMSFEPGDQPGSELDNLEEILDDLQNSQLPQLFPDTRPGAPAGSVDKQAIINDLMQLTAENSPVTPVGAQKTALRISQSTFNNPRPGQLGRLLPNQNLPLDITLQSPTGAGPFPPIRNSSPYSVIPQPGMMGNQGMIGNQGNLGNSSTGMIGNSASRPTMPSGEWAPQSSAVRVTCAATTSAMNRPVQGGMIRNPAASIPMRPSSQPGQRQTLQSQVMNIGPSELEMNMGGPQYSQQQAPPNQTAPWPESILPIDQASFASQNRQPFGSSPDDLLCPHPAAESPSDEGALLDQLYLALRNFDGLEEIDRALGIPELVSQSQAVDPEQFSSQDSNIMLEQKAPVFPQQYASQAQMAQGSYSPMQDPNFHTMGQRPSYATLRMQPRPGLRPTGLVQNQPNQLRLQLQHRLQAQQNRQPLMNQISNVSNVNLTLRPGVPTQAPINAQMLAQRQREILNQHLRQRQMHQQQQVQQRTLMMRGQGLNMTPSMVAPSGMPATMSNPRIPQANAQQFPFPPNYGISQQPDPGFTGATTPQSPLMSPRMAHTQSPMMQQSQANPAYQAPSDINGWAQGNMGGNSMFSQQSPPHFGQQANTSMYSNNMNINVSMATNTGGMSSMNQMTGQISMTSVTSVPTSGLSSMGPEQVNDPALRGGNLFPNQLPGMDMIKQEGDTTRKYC
COUP-TFII inh – NR2F2 transcriptional activity inhibitors, primary screen, cell-based, luciferase reporter, HEK293T, luminescence. inhibition, % at 8.6 µM. HEK293T NGFI-A luciferase reporter. COUP transcription factor 2 (Homo sapiens), P24468. 0.7% of 370,000 active. AID 686940, 2013;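 active = inhibition above a per-plate cutoff, mean inhibition of test wells between control levels plus 3 SD, cut at about 38% in these data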;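 note: cells cotransfected with COUP-TFII expression vector driving the NGFI-A reporter; 0% = median of COUP-TF2 test wells and 100% = reporter-only cells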
TWEAK Fn14 block – inhibitors of TWEAK-Fn14 signaling, primary screen, luciferase reporter cells, uHTS; TWEAK-stimulated Fn14 reporter cells, luciferase luminescence, 8 h; inhibition, % at 10 µM; 2% of 360,000 active; AID 1159606, 2016; in the data active = inhibition above about 50%
NR5A2 inv ag – LRH-1 (NR5A2) inverse agonists, primary screen, cell-based, luminescence, HEK293T, StAR-luciferase reporter; LRH-1 transfected, 24 h; Nuclear receptor subfamily 5 group A member 2 (Homo sapiens), O00482; 0.13% of 360,000 active; inhibition, % at 3.6 µM; AID 602396, 2012;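 active = inhibition above the mean inhibition of all tested compounds plus 3 SD, cut at about 73% in these data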;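 note: 0% = DMSO wells and 100% = reporter-only cells lacking LRH-1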
LMP1 NFkB inh – EBV LMP1-driven NF-kappaB luciferase reporter inhibitors, primary screen, cell-based, luminescence, single point. LMP1-induced NF-kappaB luciferase reporter cells. inhibition, % at 12.5 µM. 0.69% of 350,000 active; in the data active = inhibition above about 41%;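 note: 0% = neutral control wells and 100% = reference inhibitor control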
C8 TRAIL sens – viability loss with TRAIL in NB7+C8 cells, primary screen, TRAIL sensitizer project, cell-based, ATPlite luminescence | inhibition (viability loss, TRAIL sensitization), % at 10 µM | 1% of 360,000 active;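 active = compounds causing at least 50% loss of cell viability in the single-dose screen, relative to plate controls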
TROY signal inh – inhibitors of TROY-driven NF-kB signaling, primary screen, Q293 LMP1-TROYcd cells, NF-kB luciferase, uHTS; Q293 LMP1-TROYcd NF-kB luciferase reporter, 4 h; inhibition, % at 10 µM; 0.98% of 360,000 active; AID 1347056, 2019;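 active = compounds whose plate-normalised and pattern-corrected inhibition of the luciferase reporter signal at the single screening dose is 50% or more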
NCOA1 inh – SRC1 coactivator transcriptional activity inhibitors, primary screen, cell-based, luminescence; Nuclear receptor coactivator 1 (Homo sapiens), Q15788; HEK293 GAL4-SRC1 luciferase reporter; inhibition, % at 3.6 µM; 0.12% of 360,000 active;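 active = inhibition above the campaign mean plus 3 SD, with each screening campaign given its own cutoff, cut at about 60% in these data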;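 note: 0% = DMSO treated cells and 100% = gossypol at 36 µM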
KKLEB tox – cytotoxicity in KKLEB CF airway cells, primary screen, cytotoxicity control for CF NF-kB inhibitor project, cell-based, uHTS, fluorescence assay plates; KKLEB CF airway cells viability, ATPlite luminescence, overnight; stronger effect = lower value; cells stimulated with P. aeruginosa culture filtrate; activity change (cytotoxicity), % at 5 µM; 0.36% of 360,000 active; AID 602141, 2011;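 active = corrected activity change at or below -50% at 5 µM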
CF NFkB inh – inhibitors of PAF-induced NF-kB signaling, primary screen, cell-based, GFP fluorescence, uHTS; KKLEB NF-kB-GFP reporter, GFP fluorescence overnight; inhibition, % at 5 µM; 0.86% of 360,000 active;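 active = at least 50% inhibition at 5 µM, scaled per plate between neutral and stimulator controls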;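 note: PAF is a Pseudomonas aeruginosa culture filtrate used as stimulus; plate controls were PAF-stimulated DMSO wells for no effect and unstimulated DMSO wells for full effect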
NCOA3 inh – SRC3 coactivator transcriptional activity inhibitors, primary screen, cell-based, luminescence | HEK293 GAL4-SRC3 luciferase reporter | inhibition, % at 3.6 µM | 0.17% of 360,000 active;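 active = inhibition above a per-campaign cutoff, the mean of all compounds plus 3 SD, cut at about 60% in these data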;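 note: 0% = DMSO-treated cells and 100% = gossypol-treated cells at 36 µM; higher means less SRC3-driven luciferase light from the GAL4 reporter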
Starred values were filed as active, the others as inactive; . = not tested or not shown.

SMILES	SRC2 inh	COUP-TFII inh	TWEAK Fn14 block	NR5A2 inv ag	LMP1 NFkB inh	C8 TRAIL sens	TROY signal inh	NCOA1 inh	KKLEB tox	CF NFkB inh	NCOA3 inh
Cc1cc(C(=O)NCc2cccnc2)no1	-11	-16	13	1	4	-15	6	8	2	-10	-4
O=C1CC(N2CCN(S(=O)(=O)c3ccccc3F)CC2)C(=O)N1c1ccccc1F (stereo unspecified)	3	-14	4	-21	0	-6	-3	11	0	-4	-4
CCC(C)N1CNc2c(c(=O)[nH]c(=S)n2-c2cccc(C)c2)C1 (stereo unspecified)	4	2	43	3	-2	1	8	9	9	0	12
CCn1c(C)c(Br)c(=O)c(C(=O)OC)c1-c1ccc(Cl)cc1	21	14	-6	7	1	3	0	13	8	-12	-7
O=C(Nc1ccccc1C(=O)N/N=C/c1ccco1)c1ccc(Cl)cc1	0	4	11	-10	2	47	-42	-11	-8	-6	-10
CC(NC(=O)C1CCC1)c1ccccc1 (stereo unspecified)	2	9	-1	11	-17	-5	-3	-7	-4	1	-5
COC(=O)c1cnc(NC(=O)C2(C)CCN2C(=O)C(C)C)s1 (stereo unspecified)	-2	-7	-3	-20	.	5	9	-8	0	-6	-7
COc1ccc(N2C(=O)CC(N3CCN(c4ccccc4F)CC3)C2=O)cc1 (stereo unspecified)	-17	-8	-14	6	12	3	-4	-7	-8	7	-6
COc1cc(OC)cc(-c2c(-c3cccs3)c3cc(-c4ccc5[nH]ccc5c4)ccc3n2C)c1	-5	-11	17	-11	-7	5	9	-10	3	10	-12
Cc1ccc2c(c1)C(=O)C(=O)N2Cc1ccc(C(F)(F)F)cc1	7	-3	-6	20	2	-9	-7	4	-18	55*	-16
CCOC(=O)c1ccc(NC(=O)C(=O)NCc2ccncc2)cc1	-3	6	19	36	-11	-1	-20	9	2	9	13
O=C1C(=O)N(C2CCCC2)C(=O)N1Cc1c(F)cccc1Cl	4	-1	-8	7	-9	-7	-3	7	-8	11	15
CCOC(=O)C1CCN(C(=O)COC(=O)c2cccc(F)c2)CC1	-10	-8	-22	4	6	24	-25	-10	0	-14	-4
COc1ccc2c3n(nc2c1)CCN=C3c1ccc(C)cc1	-22	-13	-9	-12	-4	16	-26	-35	-6	10	-9
COc1ccccc1N1CC(C)(C)C(=O)N(C(=O)c2c(F)cccc2Cl)C1=S	11	14	-11	-6	-1	7	8	-4	-2	9	23
ON=C1c2ccccc2-c2cc(Br)ccc21	4	5	71*	-7	8	7	44	14	-6	78*	24
Cc1cc2oc(=O)cc(C)c2cc1NC(=O)CCl	-18	3	10	46	-28	24	1	-21	1	-11	-15
CCn1c(C)c(C(C)=O)c(N2CCCCC2)nc1=S	9	-12	4	6	-8	8	1	-5	3	-9	21
C[C@H](OC(=O)N1CCN(C(c2ccccc2)c2ccccc2)CC1)[C@@H]1O[C@@]2(C)CCC[C@H]1O2	18	-4	-10	-7	0	-2	20	9	-32	1	22
CC1(C(=O)NS(=O)(=O)c2ccc(C#N)cc2)CCN1C(=O)Cc1ccccc1Cl (stereo unspecified)	-24	11	5	0	.	-10	2	-1	-2	-18	-1
O=C(CCc1c[nH]c2ccccc12)N1CCN(S(=O)(=O)c2ccccc2)CC1	-34	2	-7	1	2	8	6	-15	7	3	21
O=C(CCN1C(=O)/C(=C/c2ccc(F)cc2)SC1=S)NC1CCS(=O)(=O)C1 (stereo unspecified)	-12	-17	-16	23	-1	-10	-25	3	0	10	0
C/C=C/C(=O)Nc1ccc(N2CCN(c3ccc(C(F)(F)F)cn3)CC2)nc1	-2	10	-7	-9	16	-2	-3	11	8	-16	12
CC(C)N(Cc1ccccc1)S(=O)(=O)c1ccc2c(c1)NC(=O)CO2	11	16	-11	5	-3	-2	2	8	17	-3	-32
O=C(O)CCc1nc2ccccc2c(=O)[nH]1	-12	13	2	1	-6	-4	17	-11	3	8	10
C=CCn1c(=S)[nH]c2cc(-c3ccccc3)sc2c1=O	-73	-16	-26	-45	-3	19	-30	-28	-1	6	-18
COc1nc(OC)nc(N2CCC(NC(=O)C(Cc3cccc(OC)c3OC)NC(C)=O)CC2)n1 (stereo unspecified)	11	13	16	9	-6	-14	-1	-9	3	7	22
O=C1c2ccccc2C(=O)N1CCCOc1ccccc1	-39	-28	-13	-81	-4	11	-69	-62	2	-10	-50
COc1ccc2nc(N=Nc3ccc(O)c4ccccc34)sc2c1	-41	0	38	18	1	55*	18	10	-19	16	4
COC(=O)c1ccccc1OCCCOc1ccc(C=O)cc1OC	-20	-27	53*	-53	-28	8	34	-86	1	-10	-53

4 structures from above, sorted by heavy-atom count, falling:
SMILES	SRC2 inh	COUP-TFII inh	TWEAK Fn14 block	NR5A2 inv ag	LMP1 NFkB inh	C8 TRAIL sens	TROY signal inh	NCOA1 inh	KKLEB tox	CF NFkB inh	NCOA3 inh
CC1(C(=O)NS(=O)(=O)c2ccc(C#N)cc2)CCN1C(=O)Cc1ccccc1Cl (stereo unspecified)	-24	11	5	0	.	-10	2	-1	-2	-18	-1
O=C(CCc1c[nH]c2ccccc12)N1CCN(S(=O)(=O)c2ccccc2)CC1	-34	2	-7	1	2	8	6	-15	7	3	21
COc1ccc2nc(N=Nc3ccc(O)c4ccccc34)sc2c1	-41	0	38	18	1	55*	18	10	-19	16	4
O=C(O)CCc1nc2ccccc2c(=O)[nH]1	-12	13	2	1	-6	-4	17	-11	3	8	10

Carrying on:
SMILES	SRC2 inh	COUP-TFII inh	TWEAK Fn14 block	NR5A2 inv ag	LMP1 NFkB inh	C8 TRAIL sens	TROY signal inh	NCOA1 inh	KKLEB tox	CF NFkB inh	NCOA3 inh
COc1ccc(O)c(/C=N/Nc2nc3ccccc3[nH]2)c1	-34	-27	2	-11	2	-8	-5	-14	-12	8	13
Cc1nn2c(-c3ccco3)nnc2c2ccccc12	-53	-24	-35	2	-11	-5	-27	-17	6	-147	3
Cc1nc(SCC(=O)Nc2ccccc2)c2oc3ccccc3c2n1	17	-6	7	4	6	15	7	-41	-22	6	-5
COc1cccc(/C=N/NC(=O)c2c(C)nc3ccc(Br)cn23)c1	-11	9	-4	1	10	6	-21	15	-12	11	19
COc1ccc(CNS(=O)(=O)c2ccc3c(c2)N(C(C)=O)CC(C)S3)cc1 (stereo unspecified)	18	29	30	15	10	-21	11	10	-3	1	34
CN(c1ccccc1)S(=O)(=O)c1ccc(C(=O)N2CCCC(C(F)(F)F)C2)cc1 (stereo unspecified)	2	7	7	9	.	1	7	6	10	-17	-11
CC(C)c1nnc(NC(=O)CSc2nc3ccccc3s2)s1	21	5	5	3	0	10	-5	-8	-5	16	0
Cc1cc(NC(=O)CN2CCc3ccccc3C2)nc2c1c(=O)oc1ccccc12	10	-18	-26	1	5	26	-16	-6	4	-9	-21
COCCNC(=O)c1c(N)n(CCC2=CCCCC2)c2nc3ccccc3nc12	-15	11	22	13	3	5	-11	12	2	0	9
Cc1ccc(C(=O)Nc2ccc(N3CCOCC3)cc2)cc1S(=O)(=O)N1CCCCC1	3	8	-12	-2	5	-3	-10	1	10	-5	0
Cc1ccc(N2C(=O)CC(c3c[nH]c4ccccc34)C2=O)cc1 (stereo unspecified)	0	-9	-24	12	-3	-6	-65	-20	10	-11	4
CCOC(=O)c1c(NC(=O)CSc2nnc(C)c(=O)[nH]2)sc(C)c1-c1ccc(C)cc1	10	-12	-11	5	-4	-11	21	7	4	-3	6
Cc1ccc(N(CC(=O)NN=C2CCN(C)CC2)S(=O)(=O)c2ccc(C)cc2)cc1	6	-12	3	9	-6	-9	4	-13	17	2	1
O=C(NCc1cccnc1)c1cc(-c2cccs2)on1	-8	2	-31	5	-3	6	-64	-68	0	-6	-44
CCS(=O)(=O)c1ccc2c(c1)N(S(C)(=O)=O)CC(C(=O)NN)O2 (stereo unspecified)	-8	-1	-31	-14	-4	-7	3	12	3	-15	4
COc1cccc(N=c2oc3ccccc3cc2-c2nc3ccccc3[nH]2)c1	-62	-46	75*	-134	-40	38	2	-157	-17	4	-68
CCCCN1C(=O)C(C(=O)OCc2ccccc2)CC2=C1CCCC2=O (stereo unspecified)	-6	1	3	8	5	-5	0	-11	2	-1	4
CCc1ccc(N2CC(C(=O)NNC(=O)c3ccc(F)cc3)CC2=O)cc1 (stereo unspecified)	-2	12	-9	-15	6	-1	10	-34	8	1	-12
NS(=O)(=O)c1cccn1-c1ncc(C(F)(F)F)cc1Cl	-2	-62	-22	-18	-4	-12	-7	5	5	2	-17
COC(=O)c1sccc1NC(=S)N1CCC(C(N)=O)CC1	1	-10	-27	6	-13	2	16	-13	3	-17	10
COc1ccccc1C(=O)Nc1nc2ccc(S(C)(=O)=O)cc2s1	-32	-20	26	-8	-4	35	-20	-15	12	-39	-16
CCOC(=O)CSC(CC)C(=O)Nc1nnc(CC)s1 (stereo unspecified)	-8	-25	-15	-5	-11	-3	-15	-26	-3	0	-6
O=C(OCc1ccccc1)C1CCCN1C(=O)c1cccs1 (stereo unspecified)	1	0	2	5	2	-15	9	6	-4	-7	18
CCCn1c(SCC(=O)Nc2cc(S(=O)(=O)N3CCOCC3)ccc2Cl)n[nH]c1=O	13	12	5	1	-8	-9	-17	-14	0	13	19
CCCn1c(SCC(=O)Nc2ccc(F)c(Cl)c2)nc(O)cc1=O	15	-20	-2	-20	-19	-7	10	-6	1	-6	13
CC(C)n1nnnc1SCC(=O)N(C)C1CCS(=O)(=O)C1 (stereo unspecified)	-8	-6	0	-9	1	-11	4	3	2	-14	7
Fc1ccc(-c2csc3nnc(SCc4cccnc4)n23)cc1	-18	-6	-14	18	2	-4	-25	6	1	1	9
CC(=O)N(Cc1ccco1)C1(C(=O)NC2CCCC2)CCCCC1	-22	1	-4	-8	0	-10	18	-4	1	-9	-13
O=C(C1CC1(c1ccccc1)c1ccccc1)N1CCOCC1 (stereo unspecified)	4	10	-6	-6	-35	-5	-5	-49	-8	18	22
CC(OC(=O)C1CCN(S(=O)(=O)c2ccc(F)cc2)CC1)C(=O)NC1CCCCC1C (stereo unspecified)	-5	11	-1	16	-6	-3	7	-2	17	-32	7
Cc1cc(C)c(S(=O)(=O)NCC2CCC(C(=O)NCCCN3CCOCC3)CC2)c(C)c1 (stereo unspecified)	-15	24	-22	-4	2	-4	11	1	-7	8	6
CC(OC(=O)c1cccc(S(=O)(=O)N2CCOCC2)c1)C(=O)NCC1CCCCC1 (stereo unspecified)	-25	-14	-13	-8	-1	17	8	4	8	-15	-3
NC(Cc1c[nH]c2ccccc12)C(=O)NCc1ccco1 (stereo unspecified)	-11	-8	-7	12	0	1	9	-7	1	-4	-8
